NSD2 inh: blocks human histone methyltransferase NSD2; O96028; NSD2 peptide methylation, AlphaScreen, 120 min; inhibition, % at 12.5 µM; actives 0.54% (n = 310,000); in the data active = inhibition above about 50%
HTR5A ag: counter-screen for OPRM1-OPRD1 agonists: human HTR5A agonism. P47898. HTR5A agonist assay, luminescence, cell-based. activation, % at 9.3 µM. actives 0.61% (n = 340,000); in the data active = activation mostly above about 9.5%, no sharp cut-off; inactive = mostly below about 7.6%;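 note: 0% = cells with vehicle only and 100% = reference agonist; strong numbers were not always called active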
Target sequence (P47898 whole entry, looked up): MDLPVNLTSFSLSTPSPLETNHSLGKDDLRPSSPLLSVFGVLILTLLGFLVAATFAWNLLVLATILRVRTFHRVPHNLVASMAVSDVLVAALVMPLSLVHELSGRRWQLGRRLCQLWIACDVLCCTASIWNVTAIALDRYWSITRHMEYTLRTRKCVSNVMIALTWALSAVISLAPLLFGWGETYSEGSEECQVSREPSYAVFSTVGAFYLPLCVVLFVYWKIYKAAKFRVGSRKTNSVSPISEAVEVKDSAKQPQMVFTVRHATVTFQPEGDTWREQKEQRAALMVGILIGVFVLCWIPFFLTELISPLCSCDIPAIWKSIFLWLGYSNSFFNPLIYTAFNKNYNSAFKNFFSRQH
dFosB act: activators of mouse delta FosB homodimer | AID 493131 | P13346 | activation, % at 25 µM | actives 0.99% (n = 340,000) | purified delta FosB, TAMRA-CDK5 oligo fluorescence polarization; percent of positive-control signal above neutral wells;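 active = mean activation above about 17%, with every replicate also reaching it, limit read from the data, passing the limit was not always enough; inconclusive = only one of the two conditions met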;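 note: fluorescence polarization rise as delta FosB binds a TAMRA Cdk5 AP-1 oligo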
PvdQ inh: P. aeruginosa PvdQ acylase inhibition; inhibition, % at 10 µM; purified PvdQ acylase, fluorescence plate reader; actives 0.063% (n = 340,000); in the data active = inhibition above about 30%, passing the limit was not always enough; inconclusive = no clear call, values can overlap the other calls;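 note: 0% = vehicle neutral wells and 100% = reference inhibitor wells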
V-ATPase pH: regulators of yeast V-ATPase proton transport; actives 0.37% (n = 350,000); response, % at 10 µM; S. cerevisiae, pHLuorin cytosolic pH fluorescence; in the data active = response mostly above about 7.3%, no sharp cut-off; inactive = mostly below about 5.4%; note: actives read high; inactives centre near 0; some compounds called inactive have numbers as strong as hits; reference of the scale not given here
Wnt act: Wnt/beta-catenin pathway activation. AID 743398. actives 1.2% (n = 300,000). activation, % at 9.35 µM. Wnt/beta-catenin reporter cell assay, activator, plate reader; in the data active = activation above about 30%, passing the limit was not always enough; inconclusive = no clear call, values can overlap the other calls;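 note: 0% = neutral control wells and 100% = positive control wells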
SR-BI DiI inh: blocks mouse SR-BI lipid uptake from DiI-HDL | ldlA[mSR-BI] CHO cells, DiI-HDL uptake fluorescence, 3 h | inhibition, % at 12.5 µM | actives 0.96% (n = 320,000);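 active = mean replicate inhibition of at least 70% and a set share of replicates each scoring 70 or more; inconclusive = meets just one of the two criteria; inactive = fails both criteria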;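 note: 0% = median of neutral control wells and 100% = median of positive control wells; values of inactives mirror those of a sister screen read the other way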
Target sequence (Q61009 whole entry, looked up): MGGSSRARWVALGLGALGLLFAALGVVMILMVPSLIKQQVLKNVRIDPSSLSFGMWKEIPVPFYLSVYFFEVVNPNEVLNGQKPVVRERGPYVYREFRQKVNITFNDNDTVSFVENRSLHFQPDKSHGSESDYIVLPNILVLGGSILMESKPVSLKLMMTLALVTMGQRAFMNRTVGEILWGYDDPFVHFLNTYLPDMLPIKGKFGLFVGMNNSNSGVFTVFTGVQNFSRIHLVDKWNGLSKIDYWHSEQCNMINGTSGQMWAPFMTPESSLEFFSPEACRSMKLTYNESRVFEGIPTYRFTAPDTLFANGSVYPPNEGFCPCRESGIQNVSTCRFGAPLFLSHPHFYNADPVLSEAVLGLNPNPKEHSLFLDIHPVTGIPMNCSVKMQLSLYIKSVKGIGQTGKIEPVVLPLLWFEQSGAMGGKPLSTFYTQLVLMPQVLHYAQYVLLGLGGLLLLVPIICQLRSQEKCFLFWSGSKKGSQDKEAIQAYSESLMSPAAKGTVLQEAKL
MITF TRPM1 HTS: MITF TRPM1 promoter activation in melanoma cells. SK-MEL-5 TRPM1-promoter luciferase, 24 h; % of positive control, neutral wells = 0. activation, % at 12.5 µM. actives 0.75% (n = 300,000). AID 588334;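 active = mean activation of at least 80% with every replicate also reaching 80%; inconclusive = mean reaches 80% but some replicate falls short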;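 note: 0% = neutral control wells and 100% = parthenolide positive control wells; values of inactives mirror those of a sister screen read the other way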
HTR5A inv ag: inverse agonist of human HTR5A in OPRM1-OPRD1 counter-screen; P47898; HTR5A cell line, luminescence, inverse agonism; inhibition, % at 9.3 µM; actives 0.083% (n = 340,000); AID 504634; in the data active = inhibition mostly above about 23%, no sharp cut-off; inactive = mostly below about 18%;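 note: 0% = cells with DMSO and 100% = no-cell wells with DMSO; some compounds called inactive have numbers as strong as hits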
CDK5 p35 inh: blocks human CDK5/p35 kinase activity. actives 0.01% (n = 330,000). inhibition, % at 10 µM. Q00535+Q15078. Recombinant CDK5/p35, ADP-Glo luminescence, 60 min;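 active = highest replicate inhibition of at least 50% and at least 75% of replicates reaching 50%; inconclusive = only one of the two criteria met; inactive = both criteria failed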;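 note: plate controls were DMSO neutral control for no effect and GW8510 at 10 µM for full effect; many of its hits are not listed in these tables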
* marks the source's active call; other numbers are inactive results; ? = inconclusive; . = not tested or not shown.

SMILES	MITF TRPM1 HTS	Wnt act	CDK5 p35 inh	PvdQ inh	V-ATPase pH	HTR5A ag	HTR5A inv ag	dFosB act	NSD2 inh	SR-BI DiI inh
CCOC(=O)c1sc(NC(=O)CSc2n[nH]c(CC(C)C)n2)nc1C	10	-1	-7.1	-2	-1	3	-12	-8	3	11
Cc1cccc(C(=O)Nc2cccc(NC(=O)c3ccccc3)c2)c1	.	1	0.4	2	-1	-1	2	-7	0	45
Cc1ccc(C(=O)NC(C(=O)Nc2ccccc2)c2ccccc2)cc1 (centres undefined)	10	0	0.8	-2	6	1	2	-1	-2	13
Cc1ccc(-c2nnc3sc(CCc4ccccc4)nn23)cc1	6	.	-0.1	-13	2	-1	15	-13	-2	12
Cc1nc2c(-c3ccc(Cl)cc3)cnn2c2c1CCC2	19	?	0.7	-17	1	3	-7	-5	-6	16
CN(C)C1=C(Cl)C(=O)N(c2ccc(Cl)c(Cl)c2)C1=O	-13	-2	-0.5	-11	-2	9	0	24*	-4	.
O=C(C[C@@H]1C/C=C\C[C@H](NC(=O)OCC2c3ccccc3-c3ccccc32)C(=O)OC[C@H]2CCCN2C1=O)NCCO	2	.	2.5	-21	6	3	-8	-14	.	-5
Cc1ccccc1-n1c(Cn2c(=O)sc3ccccc32)nnc1SCC(=O)Nc1nccs1	3	-3	0.6	-6	-3	-2	5	0	.	1
CC1(C)OC(=O)C(=CNC(=O)c2c(F)cccc2F)C(=O)O1	-8	1	-9.3	3	6	1	-3	6	-1	-24
COc1ccc(C(C#N)N2N=C(C)CC2c2ccccc2)cc1 (centres undefined)	-11	2	-0.1	-10	2	1	-4	5	-2	-6
CCc1nnc(NC(=O)C2CCCN2S(=O)(=O)c2ccc(C)cc2)s1 (centres undefined)	0	-4	-1.8	-5	0	-2	9	-7	-5	1
O=C(COc1ccc(-c2ccccc2)cc1)NNC(=O)NC1CCCCC1	0	7	-0.7	-3	0	-1	3	-2	11	-11
COc1cccc(Cn2nnc(C(=O)Nc3ccc(C)cc3)c2N)c1	25	7	1.3	8	-2	2	-6	16*	.	10
C[C@@H](O)C(C(=O)N1CCNCC1)n1cc([C@@H](N)CCCCN)nn1 (some centres undefined)	11	0	1.9	-16	0	-3	-4	4	.	0
O=C(CNC(=O)c1ccc(Br)cc1)N/N=C/c1cccnc1	-5	-2	1.5	-1	1	-1	5	-5	.	-10
Cc1cccc(NS(=O)(=O)c2ccc(C(=O)NCCCN3CCOCC3)cc2)c1C	-7	0	0.5	-6	-4	-8	-9	0	-1	-3
S=c1nn[nH]n1C12CC3CC(CC(C3)C1)C2	-9	.	0.4	0	-3	2	-4	-2	2	1
CCNC(=O)N(C)C[C@H]1N[C@@](C)(C(=O)OC)[C@H]2C(=O)N(Cc3ccccc3)C(=O)[C@@H]12	5	0	1.6	-14	1	-5	17	1	.	0
COc1ccc(CCc2nnc(CCC(=O)NCc3cc(C(C)C)no3)o2)cc1	44	20	-0.4	-13	-1	3	-12	-1	-2	-9
c1ccc(Cn2c(NCc3ccco3)nc3ccccc32)cc1	21	-4	0.7	-2	1	-3	8	-9	2	2
COC(=O)c1cc(NC(=S)NC(=O)c2ccccc2)ccc1N1CCOCC1	4	-3	-0.6	7	-1	-1	-2	-5	.	27
COc1cccc(/C=C/C(=O)OCC(=O)NCCNC(=O)COC(=O)/C=C/c2cccc(OC)c2)c1	-8	-6	-3.2	-26	-2	3	-8	3	-3	59
CCCCn1c(=O)n(CC(O)c2ccccc2)c(=O)c2c1ncn2C1CCCC1 (centres undefined)	.	-2	0.0	-10	4	1	-2	-14	-11	46
O=C(Cc1cn2ccsc2n1)Nc1ccccc1Oc1ccccc1	-8	.	-0.2	-7	3	3	-4	-7	4	.
COc1ccc(C(=O)OCC(=O)NCC2CCCO2)cc1 (centres undefined)	-9	-5	0.2	4	-1	0	0	9	-8	-46
CCCC[C@@H]1CNCCN1CCc1cc(C(F)(F)F)cc(C(F)(F)F)c1	-29	-4	-1.9	-15	0	2	-7	-24	.	-9
Cc1ccc(N/N=C(\C#N)C(=N)N2CCCCCC2)cc1	10	11	-1.7	-6	-3	-3	10	-2	-4	12
CCOc1ccc(NC(=O)CCC(=O)N/N=C(\C)c2cccs2)cc1	-10	1	-1.9	-15	8.8*	-1	7	-5	-1	-5
CCC(C)c1ccc(NC(=O)c2cnn3c(C(F)F)cc(C)nc23)cc1 (centres undefined)	-3	-1	0.1	1	-2	.	.	-2	-1	26
O=C(COC(=O)c1cccs1)Nc1nnc(-c2ccccc2)o1	6	-4	-0.1	-9	3	1	9	0	-4	.
O=C1c2ccccc2C(=O)N1CCCc1nc2ccccc2c(=O)n1Cc1ccco1	-6	2	0.2	-8	3	1	8	-5	.	-5
COC(=O)c1ccc(NC(=O)C2CCCN2S(=O)(=O)c2ccc(C)cc2)cc1 (centres undefined)	8	1	1.4	8	-2	-5	13	-11	.	-3
COC(=O)CC1C(=O)NCCN1C(=S)Nc1cccc(C(F)(F)F)c1 (centres undefined)	-1	0	-1.2	-2	-3	0	18	-5	-2	-20
O=C(CN1C(=O)NC2(CCCC2)C1=O)OCc1cccc(Br)c1	-1	0	-1.4	-14	-2	-5	13	5	0	-8
C=C1CCN([C@@H](C)C(=O)NCCCCCC)S(=O)(=O)c2ccccc21	-3	-1	0.3	2	-2	-5	14	0	.	0
COC(=O)c1sc(NC(=O)c2c(OC)cccc2OC)c(C#N)c1C	6	0	-2.3	-10	0	5	29	-9	-1	60
O=C(CSc1nnc(CNC(=O)c2ccccc2)o1)NCCc1ccccc1	-18	1	-1.4	-11	6	2	3	3	-4	-6
COc1ccc(/C=C2\N=C(c3ccccc3)NNC2=O)cc1	.	6	-0.6	-16	0	-6	-2	-4	10	55
O=C(Cc1ccccc1)NCC(=O)N1CCN(Cc2cccc(Cl)c2)CC1	-3	1	1.4	-13	-2	1	-3	-9	-1	-14
O=C(NCCN1CCOCC1)c1cc(S(=O)(=O)Nc2ccccc2F)c(Cl)cc1Cl	-5	0	1.4	9	-3	3	-7	1	1	2
O=C(O)CCNC(=O)c1ccc(Br)o1	.	-1	0.9	-12	-2	-3	14	-2	-3	8
Cc1ccsc1C(=O)Nc1ccc(F)c([N+](=O)[O-])c1	-1	-2	0.9	-2	0	1	4	2	-3	2
COC(=O)c1sc(NC(=O)COc2ccccc2)nc1C	56	.	2.0	-6	-9	7	-20	-2	0	-6
CC(C)(C)c1ccccc1NC(=O)Cn1c(=O)cnc2ccccc21	5	.	0.8	-6	4	0	-13	-9	-4	-18
O=C(Nn1c(C2CCCCC2)nc2ccccc2c1=O)c1ccc(Cl)c([N+](=O)[O-])c1	3	-1	2.1	-2	2	-5	-7	5	-2	6
CN(Cc1ccccc1)C(=O)c1cc(-c2ccc(Br)cc2)on1	72	4	-0.5	-4	-2	3	25	-2	-2	-23
COc1ccccc1NC(=O)CSc1nnc(-c2ccco2)o1	7	.	-0.4	-9	-1	-2	1	-6	0	0
O=C(COc1ccccc1Br)c1ccc(O)cc1O	7	3	-3.2	-11	1	9	-25	-9	0	-18
CCCCCCCCCCOC(=O)Cn1c(COc2cccc(C)c2)[n+](C)c2ccccc21	.	-6	0.5	2	-5	13*	-47	?	18	-24
S=C(NCCc1ccc(Cl)cc1)Nc1ccc(Cl)cc1Cl	11	-5	-1.8	-5	-2	4	-13	4	0	-6
N/C(Cc1cccc2ccccc12)=N\O	-2	5	0.4	5	-7	2	-6	-6	0	-14
CCOc1ccc2oc(C(=O)N(CCOC)c3c(N)n(CC(C)C)c(=O)[nH]c3=O)c(C)c2c1	2	0	-1.3	-9	1	3	-22	-17	2	-8
CCN(C(=O)CSc1n[nH]c(-c2cccs2)n1)C1CCS(=O)(=O)C1 (centres undefined)	-5	7	1.7	-6	-3	0	-13	-10	-2	.
COc1cc(C(=O)OCCC(C)C)cc(OC)c1O	4	-3	0.9	2	-6	0	1	-11	1	-17
CCS(=O)(=O)N1CCC(C(=O)Nc2cc(C)ccc2O)CC1	.	0	1.7	-9	-6	9	-33	-7	0	-14
O=C(Oc1ccc(Br)cc1)c1cncc(Br)c1	5	.	0.7	-5	1	-3	-24	-3	-1	-10
CC(OC(=O)Cc1ccsc1)C(=O)Nc1ccc(C(N)=O)cc1 (centres undefined)	-2	-1	0.7	0	0	1	17	1	5	-19
CC1Cc2ccccc2N1C(=O)COC(=O)c1cc(Br)ccc1O (centres undefined)	-4	0	-0.2	10	0	6	-12	-11	-2	12
CCOC(=O)c1c(-c2ccc(C)o2)csc1NC(=O)COC(=O)c1cccs1	2	-6	0.0	-4	2	11*	10	-21	1	-5
COc1cc(NC(=S)NC(=O)c2ccccc2C)ccc1NC(=O)c1cccs1	5	.	-0.4	-6	4	-8	16	-1	0	59

Remaining list, next part
SMILES	MITF TRPM1 HTS	Wnt act	CDK5 p35 inh	PvdQ inh	V-ATPase pH	HTR5A ag	HTR5A inv ag	dFosB act	NSD2 inh	SR-BI DiI inh
Cn1ncc2c(=O)[nH]c(N)nc21	-5	-19	-0.1	-8	0	-2	8	-1	.	-19
COc1cc(C2NC(=O)NC(c3ccccc3)=C2C(C)=O)c(Br)cc1OCC(N)=O (centres undefined)	-6	0	0.6	9	4	8	-9	-3	-3	-13
NS(=O)(=O)c1ccc(CNC(=O)Cc2ccccc2F)cc1	-2	-2	-2.1	-9	8	3	16	-1	-2	-24
COc1cc(OC)c(NC(=O)CNC(=O)Cn2ccc3ccccc3c2=O)cc1Cl	5	-1	-0.4	-6	-3	-2	6	?	0	-2
COC(C[C@@H](O)[C@@H](C)[C@H](O)COCc1ccccc1)OC	1	1	-0.7	7	-4	1	-2	3	.	-15
CCOc1ccc(-n2c(=S)sc3c(=O)n(-c4ccc(F)cc4)c(SCC(=O)O)nc32)cc1	-6	-2	1.1	-23	6	5	-20	-5	16	-12
NS(=O)(=O)c1ccc(CNC(=O)c2ccc(S(=O)(=O)C(F)F)cc2)cc1	4	36*	0.5	-7	3	-5	14	-5	-4	-10
COCCNC(=O)C(=O)N/N=C/c1ccccc1C(F)(F)F	1	2	-0.7	2	0	3	6	0	.	-1
c1cc(Nc2ncnc3sc4c(c23)CCC4)ccn1	4	-3	1.7	11	0	0	0	1	4	-38
CCOCCCNC(=O)CCCOc1ccccc1	.	.	-0.8	-16	0	6	-16	1	4	-7
CCCCC(=O)Nc1ccc(C(=O)N2CCCC(C(=O)OCC)C2)cc1 (centres undefined)	-1	.	0.5	-13	-4	-2	15	-7	5	-18
COc1cc(-c2cc(C(=O)Nc3ccc(O)cc3)c3ccccc3n2)cc(OC)c1OC	7	0	-0.2	-12	-4	4	18	3	-3	.
COc1cccc(NC(=S)Nc2cccnc2)c1	0	.	0.2	-6	-3	1	-16	4	-1	-14
O=C(COC(=O)c1ccc([N+](=O)[O-])o1)Nc1ccc(N2CCOCC2)cc1	-8	2	0.2	4	-4	7	-25	7	2	1
Cc1cc(NC(=O)c2ccc(NC(=O)c3cccs3)cc2)no1	11	-3	0.4	-15	-3	2	29	?	11	32
Cc1ccc2c(c1)N(CC(=O)NC1CCCC(C)C1C)C(=O)c1cccnc1O2 (centres undefined)	-4	2	-0.3	5	-2	0	-1	5	.	14
CCOC(=O)/C(=C/c1ccc(F)cc1)NC(C)=O	9	1	0.5	8	-1	-3	8	2	-1	-8

Screening results as filed in PubChem.
